# TrxR1 substrate: is turned over as a substrate by rat TrxR1. purified TrxR1 substrate turnover, NADPH consumption readout. Potency, µM (highest dose often 114 µM), for the others: at the top dose activity change, negative = substrate turnover. actives 0.01% (n = 390,000); further: potency means the concentration at half of the fitted maximal effect; on the % scale 0 is the no-effect control and ±100 the full control effect; nearly all actives have a fitted effect of over 50% in size
# Target sequence (O89049 whole entry, looked up): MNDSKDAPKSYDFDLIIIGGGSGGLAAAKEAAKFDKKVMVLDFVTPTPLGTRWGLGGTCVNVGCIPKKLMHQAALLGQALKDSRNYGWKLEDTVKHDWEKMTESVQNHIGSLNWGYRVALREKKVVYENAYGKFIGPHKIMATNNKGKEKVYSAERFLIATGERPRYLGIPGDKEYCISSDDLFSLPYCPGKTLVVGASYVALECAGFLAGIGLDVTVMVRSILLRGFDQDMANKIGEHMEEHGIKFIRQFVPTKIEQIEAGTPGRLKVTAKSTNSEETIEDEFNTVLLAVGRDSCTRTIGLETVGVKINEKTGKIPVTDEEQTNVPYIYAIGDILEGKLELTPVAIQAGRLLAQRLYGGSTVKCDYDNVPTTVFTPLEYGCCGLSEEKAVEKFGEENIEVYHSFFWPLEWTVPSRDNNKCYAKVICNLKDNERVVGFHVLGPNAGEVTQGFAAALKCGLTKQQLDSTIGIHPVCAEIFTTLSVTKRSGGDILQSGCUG
#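 Rat TrxR1, dispensed at 90 nM, was prereduced with 400 uM NADPH (final) for 5 min at ~22 deg C, then incubated with compound 15 min before 400 uM selenite. A first-read NADPH fluorescence drop versus no-compound background flagged substrates.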
# USP1 inh: USP1/UAF1 (human) deubiquitinase inhibition; O94782; recombinant USP1/UAF1, Ub-Rhodamine cleavage fluorescence; Potency, µM (highest dose often 57.1 µM), without a hit: top-dose activity change, negative = inhibition, hits mostly inhibitors; actives 0.23% (n = 390,000); further: potency means the concentration at half of the fitted maximal effect; on the % scale 0 is the no-effect control and ±100 the full control effect; nearly all actives have a fitted effect of over 60% in size; inactives centre near -12
#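 Step one: compound is pinned into 1nM USP1/UAF1 in HEPES pH 7.8 buffer with TCEP. Step two: 15 min room-temperature incubation. Step three: Ub-Rho (150nM final) starts cleavage, tracked by fluorescence over six one-minute reads.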
# GRP78 ERSR act: ER stress response induction in glioma; U87-MG GRP78 promoter luciferase reporter, 16 h; actives 0.02% (n = 420,000); Potency, µM, for the others: at the highest dose activation, hits mostly activators; further: potency means the concentration at half of the fitted maximal effect; series mostly up to about 76 µM; % of control where 0% means no effect; nearly all actives have a fitted effect of over 35% in size
#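 ERSR induction read as luciferase luminescence (Bright-Glo, 10 min at room temperature) in stably transfected human U87-MG glioma cells exposed to compounds for 16 h, using GRP78 as sensor.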
# RGS4 inhibitor: inhibitors of human regulator of G protein signaling 4; P49798; Transcreener GDP fluorescence polarization, RGS4-accelerated GTP hydrolysis; Potency, µM (doses to about 114 µM), without a hit: at the highest dose activity change, negative = inhibition, usual class: inhibitors; actives 0.039% (n = 390,000); further: potency means the concentration at half of the fitted maximal effect; on the % scale 0 is the no-effect control and ±100 the full control effect; nearly all actives have a fitted effect of over 75% in size; some results filed as inactive show a strong effect at the top dose
# Target sequence (P49798 whole entry, looked up): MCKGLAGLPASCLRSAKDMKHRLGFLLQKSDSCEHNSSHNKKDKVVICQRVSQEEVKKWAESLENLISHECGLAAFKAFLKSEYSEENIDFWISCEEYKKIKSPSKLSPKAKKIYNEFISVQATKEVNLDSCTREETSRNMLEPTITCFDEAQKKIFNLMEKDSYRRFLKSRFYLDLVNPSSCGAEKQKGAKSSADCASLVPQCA
#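 MLSMR compounds (23 nl, pin-transferred) preincubated 10 min at room temperature with a 500nM (2x) first reagent, then RGS4 at 900nM (2x) plus Transcreener GDP mix added; fluorescence polarization (620/688 nm) read before and after 90 min at 30 °C.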
# rTrxR1 inhibitor: blocks rat thioredoxin reductase 1 | Potency, µM (titrated, usually from 114 µM), for the others: top-dose activity change, negative = inhibition, hits mostly inhibitors | actives 1% (n = 390,000) | O89049 | recombinant rTrxR1, NADPH fluorescence consumption, selenite substrate; further: potency means the concentration at half of the fitted maximal effect; on the % scale 0 is the no-effect control and ±100 the full control effect; nearly all actives have a fitted effect of over 65% in size
#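 Rat TrxR1 (90 nM in the dispensed reagent) was pre-reduced with 400 uM NADPH for 5 min at room temperature, then incubated with compound for 15 min. After 400 uM selenite was added, NADPH fluorescence (Ex 340/Em 450 nm) was followed for 8 min.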
# LDHA block: inhibitors of human lactate dehydrogenase A. P00338. purified LDHA, NADH/diaphorase-resazurin fluorescence; hits give low values. activity change, % (values are at about 110 or 230 µM). actives 0.15% (n = 480,000). AID 1347041; in the data active means activity change below about -30%; inconclusive means mostly about -25% to -30%;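 further: plate controls were DMSO wells for no effect and wells without enzyme for full effect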
#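 Human LDH5 at 2 nM final in Tris HCl pH 7.4 with 0.06 mM NADH and 0.2 mM pyruvate, reacted 5 minutes at room temperature. Remaining NADH coupled via diaphorase/resazurin; resorufin fluorescence read at 0 and 20 minutes, normalized to enzyme-free and DMSO wells.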
# Vif-APOBEC3F blk: Vif-A3F binding inhibition; Potency, µM (doses to about 46.1 µM), inactives show at the top dose activity, negative = active; HeLa A3F-eYFP + Vif (tagged APOBEC3F with the HIV-1 protein that degrades it), YFP fluorescence increase; AID 602313; actives 0.2% (n = 390,000); further: potency means the concentration at half of the fitted maximal effect; % of control where 0% means no effect; nearly all actives have a fitted effect of over 65% in size
#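 HeLa cells stably expressing A3F-eYFP plus Vif, plated and incubated overnight at 37 deg C, then exposed to compounds overnight at 37 deg C. Blocked degradation read as raised yellow fluorescence (Ex 488/Em 500-530).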
# Vif-APOBEC3G blk: blocks the Vif interaction with human APOBEC3G | Potency, µM (titrated, usually from 46.1 µM), inactives show at the top dose activity, negative = active, most hits filed as inhibitors | Q9HC16 | actives 0.076% (n = 410,000) | HeLa A3G-eYFP + Vif (tagged APOBEC3G with the HIV-1 protein that degrades it), YFP fluorescence, overnight;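 further: potency means the concentration at half of the fitted maximal effect; on the % scale 0 is the no-effect control and ±100 the full control effect; nearly all actives have a fitted effect of over 60% in size; hits raise eYFP signal because A3G escapes Vif-driven loss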
# Target sequence (Q9HC16 whole entry, looked up): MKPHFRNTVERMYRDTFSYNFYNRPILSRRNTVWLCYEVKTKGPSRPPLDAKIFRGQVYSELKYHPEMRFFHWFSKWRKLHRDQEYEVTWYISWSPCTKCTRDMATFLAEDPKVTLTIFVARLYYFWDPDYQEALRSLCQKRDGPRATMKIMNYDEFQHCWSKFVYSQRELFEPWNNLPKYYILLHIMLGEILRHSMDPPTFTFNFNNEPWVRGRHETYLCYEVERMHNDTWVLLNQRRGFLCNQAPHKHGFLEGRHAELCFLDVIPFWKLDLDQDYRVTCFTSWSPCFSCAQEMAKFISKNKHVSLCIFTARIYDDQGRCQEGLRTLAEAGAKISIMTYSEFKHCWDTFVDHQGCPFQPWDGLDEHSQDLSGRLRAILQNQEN
#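 HeLa cells stably expressing Vif and C-terminally eYFP-tagged A3G, seeded overnight at 37 deg C, then exposed to compound by pintool overnight at 37 deg C. Rise in yellow fluorescence (Ex 488/Em 500-530, Acumen) marks blocked Vif-driven A3G degradation.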
# IDH1 R132H inh: blocks human mutant IDH1 R132H enzyme; IDH1-R132H enzyme, NADPH consumption, diaphorase/resazurin fluorescence; Potency, µM (series often up to 76.6 µM), inactives show at the top dose activity change, negative = inhibition, usual class: inhibitors; actives 0.093% (n = 390,000); further: potency means the concentration at half of the fitted maximal effect; on the % scale 0 is the no-effect control and ±100 the full control effect; nearly all actives have a fitted effect of over 65% in size
#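 IDH1-R132H (0.5 ug/mL) preincubated 30 min with compound, then NADPH (0.016 mM) and alpha-KG (2 mM) added; 80 min at RT, pH 7.5. Remaining NADPH coupled via diaphorase/resazurin to fluorescence (540/590 nm); concentration-response curves normalized to no-enzyme control.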
# An asterisk follows results filed as active; ? = inconclusive; · = not tested or not shown; & = joins results of further samples; [ ] = dose if it differs, or a comment. Unless noted, the call rests on the fitted dose curve; in most records, active means well fitted curve in the direction sought with a large enough effect; inconclusive means small, poorly fitted or top-dose-only effect, or another doubt; inactive means no such curve, though single readings can be large; an effect the other way counts as inactive or inconclusive. A portion of the library; the hit share may differ from the screen's.
# Each structure is followed by: TrxR1 substrate | USP1 inh | GRP78 ERSR act | RGS4 inhibitor | rTrxR1 inhibitor | LDHA block | Vif-APOBEC3F blk | Vif-APOBEC3G blk | IDH1 R132H inh
> COc1ccc(Cl)cc1NC(=O)CN(C)S(=O)(=O)c1cccs1
    1%[57.1 µM] | -18% | -3% | 16% | 6%[57.1 µM] | -2 | 0% | -13% | 2%
> CCn1c2ccccc2c2nc3cc(S(=O)(=O)N4CCOCC4)ccc3nc21
    -10% | ? | -3% | -72%[11.4 µM] | -13%[57.1 µM] | -2 | -12% | -1% | -1%
> C=CCN(C(=O)c1csnn1)C(C(=O)NC1CCCCC1)c1ccc(F)cc1 (stereo not drawn)
    8%[57.1 µM] | -8% | 0% | 1% | 14%[57.1 µM] | -6 | 15% | 1% | -2%
> CNC(=O)CSc1cn(CC(=O)N2CCCCCC2)c2ccccc12
    -7% | -12% | ? | 34% | -1% | -4 | 1% | 5% | -4%
> Cc1ccc(C)c(C(=O)CSc2nc3ccccc3c(=O)[nH]2)c1
    7%[57.1 µM] | -3% | 2% | 5% | 28%[57.1 µM] | -4 | 6% | -7% | -2%
> CC(=O)c1c(O)c(C)c(O)c2c1OC1=Cc3c(c(C)nn3C)C(=O)C12C (stereo not drawn)
    · | -25% | -5% | · | · | 1 | 2% | 4% | 10%
> COc1ccc(OC)c(CCNC(=O)CS(=O)(=O)Cc2nc(-c3cccc(Cl)c3)oc2C)c1
    0% | -7% | -2% | 6% | -32% | -2&4 | 3% | -1% | 4%
> CCc1ccc(C2C(C#N)=C(N)SC(N)=C2C#N)s1
    -6% | -18% | 1% | -43% | ? | 8 | 22µM* | ? | -8%
> CC(/C=C/c1cccc([N+](=O)[O-])c1)=N/NC(=O)c1cccnc1
    -14% | -22% | -1% | -25% | -18% | -2 | -16% | -6% | 7%
> COc1ccc(-c2cc(C(F)(F)F)n3nc(C(N)=O)cc3n2)cc1
    · | -6% | 1% | · | · | 1 | -1% | -1% | 1%
> N#CCO/N=C/C(=O)Nc1ccc(F)cc1F
    5% | -23% | -1% | -5% | 19% | -10 | -1% | -11% | 26%
> Cn1c(=O)c2c(nc(CN3CCN(C(=O)c4ccco4)CC3)n2CCc2ccccc2)n(C)c1=O
    -3% | -23% | 2% | -14% | -20% | -6 | 5% | 0% | 0%
> COc1ccc(OC)c(NC(=O)C2C(C(=O)O)C3(Cl)C(Cl)=C(Cl)C2(Cl)C3(Cl)Cl)c1 (stereo not drawn)
    -1%[57.1 µM] | -15% | -5% | 7% | 1%[57.1 µM] | 22 | 1% | -6% | 1%
> CC(C)c1c(C(=O)N/N=C/c2ccc(OCc3ccc(F)cc3)cc2)nnn1-c1nonc1N
    0% | -16% | 0% | -18%[56.9 µM] | -6% | -2 | -7% | 4% | 2%
> CCOc1ccc(CCNC(=O)c2cc3c(s2)CS(=O)(=O)C3)cc1OCC
    -5% | -16% | -1% | 8%[11.4 µM] | 14% | 0 | 3% | 1% | 11%
> O=C(Nc1ccc(C(=O)N2CCC(N3CCCC3)CC2)cc1)c1ccc(Br)o1
    2% | -31% | -5% | 3% | 56µM* | 1 | 2% | -2% | -13%
> CCOc1ccc(/C(O)=C2/C(=O)C(=O)N(CCCN3CCOCC3)C2c2ccc(C)cc2)cc1C (stereo not drawn)
    -9% | -17% | -4% | 8% | 0% | 1 | 0% | -2% | -3%
> CCC(C)CCN1CCN=C1N(C)C (stereo not drawn)
    13%[57.1 µM] | -1% | -2% | 4% | 24%[57.1 µM] | -8 | 7% | 2% | -2%
> CCc1cccc(C)c1Nc1nc2ccccc2n2cnnc12
    14% | -17% | -6% | 0% | 10% | 3 | -40% | 2% | 3%
> COC(=O)c1c(Oc2ccc(Br)cc2)nnc(-c2ccccc2)c1-c1ccccc1
    2% | -14% | -3% | 0% | 26% | 1 | 0% | -1% | 12%
> CC(=O)c1cc(-c2ccccc2)n(CCC(=O)Nc2nc3c(C)cccc3s2)c1C
    -5%[57.1 µM] | -10% | -3% | 5% | 16%[57.1 µM] | ? | 1% | -3% | 0%
> CCOCc1nnc(NC(=O)c2ccc3c(c2)OCO3)s1
    -1% | -14% | 4% | 17% | -6% | -7 | 8% | 1% | 1%
> CC(=O)Nc1cccc(NC(=O)CN2c3cccc4cccc(c34)S2(=O)=O)c1
    9% | -2% | -4% | 7% | -5% | 13 | -14% | -7% | -7%
> NS(=O)(=O)c1cccc(NC(=O)CSc2n[nH]c(-c3cccs3)n2)c1
    5% | -18% | -1% | 6% | 24% | 0 | -3% | 0% | -5%
> CC(=O)c1ccc(NC(=O)CCc2c(C)nn(-c3ccc4nnc(C)n4n3)c2C)cc1
    7%[57.1 µM] | 2% | -3% | -17% | 18%[57.1 µM] | -1 | -1% | 0% | 4%
> O=C(CCC1N=C2c3ccccc3N=C(SCc3ccccc3F)N2C1=O)NCCc1ccccc1 (stereo not drawn)
    5%[57.1 µM] | ? | 0% | 38% | 6%[57.1 µM] | -3 | 2% | 3% | -6%
> COC(=O)CC(NC(=O)Nc1ccccc1F)c1ccc2c(c1)OCO2 (stereo not drawn)
    -2% | -22% | 0% | 6% | 18% | 0 | -5% | -4% | 0%
> COc1cccc(C2=CC(c3cccc(OC)c3OC)n3nnnc3N2)c1 (stereo not drawn)
    -7% | -12% | ? | -23% | ? | -1 | 9% | ? | -3%
> O=CNCc1nc2ccccc2n1CCCc1ccccc1
    -3% | 1% | 1% | -2% | -1% | -7 | -4% | 4% | 3%
> COc1ccccc1CNC(=O)c1ccc(S(=O)(=O)N2CCCC2)cc1
    4% | -7% | -1% | -18% | 20% | -1 | 0% | 0% | 16%
> CCOC(=O)c1c(C)c(-c2ccccc2)n(CC(=O)NCCCN(CC)CC)c1C
    -1% | -12% | 0% | 36% | 25% | -15 | -6% | 6% | 15%
> CCN(CC)C(=O)[C@H]1C[C@H](CC(=O)NC(C)(C)C)C(=O)N2CCc3c([nH]c4cc(CCC(=O)N(C)C)ccc34)[C@]12C
    1% | -26% | -3% | 1% | 16% | -5 | -3% | 1% | -4%
> COc1cccc(-c2onc3ccc(C(=O)/C=C/N(C)C)cc23)c1
    -1% | -17% | 1% | ? | 3% | -7 | -2% | 0% | 0%
> COc1cc(C(=O)NNC2=CC(=O)CC(C)(C)C2)cc(OC)c1OC
    -16% | -4% | -4% | 15% | ? | 2 | -7% | -18% | -4%
> C/C(Cn1nnc2ccccc21)=N\NC(=O)c1cccc(Br)c1
    9%[57.1 µM] | -20% | 2% | -15% | 12%[57.1 µM] | -5 | -35% | 3% | 0%
> CCCC(=O)Nc1ccc(C(=O)NN2C(=O)c3ccccc3C2=O)cc1
    -7%[11.4 µM] | -17% | 1% | 0% | -6% | -10 | -2% | 2% | 8%
> O=C1C2CCCCN2C(=O)N1CCCCN1CCN(c2cccc(Cl)c2)CC1 (stereo not drawn)
    4%[57.1 µM] | -4% | -5% | 18% | 10%[57.1 µM] | -3 | 5% | 0% | 2%
> CCN1C(=O)[C@H]2[C@H]3CN=C(SCc4ccc(C#N)cc4)N3[C@@](CC)(C(=O)OC)[C@H]2C1=O
    5% | -25% | -3% | 6% | 20% | -2 | -3% | 3% | 3%[38.3 µM]
> COCCCNC(=O)c1ccc(Cn2c(=O)c3ccccc3n(Cc3ccc(C)cc3)c2=O)cc1
    2%&-1% | -3%&-2% | -1%&-7% | -7%&3% | 11%&-1% | -10&2 | -7%&-4% | 1%&-7% | 0%&3%
> O=C(CCNC(=O)c1ccccc1Cl)Nc1ccc2c(c1)OCO2
    -10% | -5% | -3% | 25% | -9% | -6 | 6% | 0% | -3%
> COc1ccccc1N1CCN(C(=O)c2c(C)oc3ncn(C)c(=O)c23)CC1
    0% | -20% | -2% | -9% | 5% | 1 | 2% | 2% | -4%
> COc1cc(C(=O)NC(C)Cc2ccccn2)ccc1OC1CCN(C(C)=O)CC1 (stereo not drawn)
    1% | -24% | 0% | -3% | 8% | -2 | -10% | 1% | 1%
> CCOC(=O)c1c(S(=O)(=O)NCC(=O)Nc2cccc(SC)c2)c(C)n(C)c1C
    2%[57.1 µM] | 9% | 1% | 8% | 7%[57.1 µM] | 0 | 2% | -5% | 1%
> COc1ccccc1NS(=O)(=O)c1ccc(C)c(C(=O)NCC(c2cccs2)N2CCOCC2)c1 (stereo not drawn)
    8% | 0% | -4% | -1% | 29% | -2 | 0% | 0% | 11%
> O=C(C1CCCN(S(=O)(=O)c2cccc3cccnc23)C1)N1CCN(c2ccc(F)cc2)CC1 (stereo not drawn)
    -6% | -9% | 0% | -8% | 20%[57.1 µM] | 1 | 1% | 1% | -5%
> CCCC(=O)N1CCN(c2ccc(NC(=O)c3ccco3)cc2)CC1
    -11% | -8% | -2% | 15% | -10% | 4 | -4% | -3% | 10%
> CC(C)(C)C(=O)CSc1nc2ccsc2c(=O)n1Cc1ccccc1Cl
    5%[57.1 µM] | -18% | -3% | 17% | 27%[57.1 µM] | -9 | -4% | 4% | -15%
> CCCn1c(N)c(C(=O)CSc2nc(C)nc3sc(C)c(C)c23)c(=O)[nH]c1=O
    -10% | 1% | -2% | -1% | -14% | -10 | -4% | 0% | 4%

# High-throughput results as filed in PubChem.
